RGS4 inhibitor: blocks human RGS4-accelerated GTP hydrolysis; Transcreener GDP fluorescence polarization, RGS4-accelerated GTP hydrolysis; Potency, µM (highest dose often 114 µM), inactives show top-dose activity change, negative = inhibition, most hits filed as inhibitors; hit rate 0.039% among 390,000; AID 504845; further: potency means the concentration at half of the fitted maximal effect; on the % scale 0 is the no-effect control and ±100 the full control effect; nearly all actives have a fitted effect of over 75% in size; some results filed as inactive show a strong effect at the top dose
Target sequence (P49798 whole entry, looked up): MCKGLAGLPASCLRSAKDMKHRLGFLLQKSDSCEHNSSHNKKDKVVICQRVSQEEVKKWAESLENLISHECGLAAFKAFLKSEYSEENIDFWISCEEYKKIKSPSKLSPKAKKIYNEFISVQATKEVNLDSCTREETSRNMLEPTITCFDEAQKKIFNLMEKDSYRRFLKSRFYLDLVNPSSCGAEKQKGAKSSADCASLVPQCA
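MLSMR compounds (23 nl, pin-transferred) preincubated 10 min at room temperature with a 500nM (2x) first reagent, then RGS4 at 900nM (2x) plus Transcreener GDP mix added; fluorescence polarization (620/688 nm) read before and after 90 min at 30 °C.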
Anesthetic bind: binds horse apoferritin like a general anesthetic | apoferritin/1-aminoanthracene competitive binding, fluorescence | Potency, µM (titrated, usually from 77.5 µM), for inactives: top-dose activity change, negative = displacement, hits mostly inhibitors | hit rate 0.074% among 350,000 | AID 485281; further: potency means the concentration at half of the fitted maximal effect; on the % scale 0 is the no-effect control and ±100 the full control effect; nearly all actives have a fitted effect of over 20% in size
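Horse-spleen apoferritin (10 uM) in 50% saturated 1-aminoanthracene in PBS was incubated 10 min at room temperature with compound. Fluorescence (ex 380, em 535 nm) was normalized to free and bound 1-AMA, with concentration-response fitted by a four-parameter Hill equation.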
Pol eta inh: DNA polymerase eta (human) inhibition | AID 588591 | Potency, µM (doses to about 114 µM), inactives show at the highest dose activity change, negative = inhibition, hits mostly inhibitors | hit rate 1.2% among 390,000 | Q9Y253 | recombinant Pol eta, fluorescent DNA replication assay; further: potency means the concentration at half of the fitted maximal effect; on the % scale 0 is the no-effect control and ±100 the full control effect
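Pol eta (10 nM) was preincubated with compounds for 15 min at room temperature, after which fluorescent replication substrate (50 nM final) was added to start the reaction. Fluorescence was read kinetically at 0 and 10 min.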
Pol kappa inh: inhibitors of human DNA polymerase kappa | Q9UBT6 | purified Pol kappa, fluorescent DNA synthesis assay, 10 min | Potency, µM (top dose mostly 107 µM), for the others: at the highest dose activity, negative = inhibition, usual class: inhibitors | hit rate 0.53% among 400,000; further: potency means the concentration at half of the fitted maximal effect; on the % scale 0 is the no-effect control and ±100 the full control effect
Target sequence (Q9UBT6 whole entry, looked up): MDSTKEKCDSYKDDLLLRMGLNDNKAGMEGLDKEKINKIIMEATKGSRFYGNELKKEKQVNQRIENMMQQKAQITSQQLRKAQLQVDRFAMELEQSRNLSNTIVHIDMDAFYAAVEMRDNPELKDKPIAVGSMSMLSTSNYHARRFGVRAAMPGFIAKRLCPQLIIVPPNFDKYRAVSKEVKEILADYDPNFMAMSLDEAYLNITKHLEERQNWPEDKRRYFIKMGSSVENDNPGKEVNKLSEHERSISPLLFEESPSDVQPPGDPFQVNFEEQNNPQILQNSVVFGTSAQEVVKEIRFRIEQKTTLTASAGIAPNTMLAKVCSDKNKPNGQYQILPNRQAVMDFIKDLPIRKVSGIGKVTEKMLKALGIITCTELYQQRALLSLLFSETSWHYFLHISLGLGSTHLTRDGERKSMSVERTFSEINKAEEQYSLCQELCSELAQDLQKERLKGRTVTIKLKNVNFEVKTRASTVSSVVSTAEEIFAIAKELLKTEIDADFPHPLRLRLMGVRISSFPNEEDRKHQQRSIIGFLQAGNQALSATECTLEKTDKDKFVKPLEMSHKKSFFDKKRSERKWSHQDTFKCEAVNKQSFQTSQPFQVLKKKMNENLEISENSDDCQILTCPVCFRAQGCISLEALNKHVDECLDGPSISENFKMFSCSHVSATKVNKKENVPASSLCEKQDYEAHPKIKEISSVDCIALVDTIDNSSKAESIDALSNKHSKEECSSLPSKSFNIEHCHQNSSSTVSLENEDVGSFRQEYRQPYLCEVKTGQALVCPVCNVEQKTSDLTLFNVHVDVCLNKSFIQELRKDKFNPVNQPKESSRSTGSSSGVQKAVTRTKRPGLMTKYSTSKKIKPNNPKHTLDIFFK
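10 nM Pol kappa preincubated 15 min at room temperature with compounds, then reaction started with substrate at 50 nM final. Fluorescence read kinetically at 0 and 10 min; buffer-only wells served as negative control.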
Pol beta inh: blocks human DNA polymerase beta activity | P06746 | Pol beta primer extension/strand displacement, fluorescence kinetic | Potency, µM (titrated, usually from 114 µM), inactives show top-dose activity change, negative = inhibition, usual class: inhibitors | hit rate 1.3% among 340,000; further: potency means the concentration at half of the fitted maximal effect; on the % scale 0 is the no-effect control and ±100 the full control effect
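Pol beta (10 nM) was preincubated with compound for 15 min at room temperature. The reaction was then started with 50 nM substrate and read immediately and after a further 10 min at room temperature.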
APEX1 inh: inhibitors of human APE1 endonuclease | P27695 | recombinant APE1, TAMRA/BHQ-2 abasic DNA cleavage fluorescence | Potency, µM (highest dose often 65.8 µM), without a hit: at the top dose activity change, negative = inhibition, hits mostly inhibitors | hit rate 0.35% among 350,000 | AID 2517;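 further: potency means the concentration at half of the fitted maximal effect; plate controls were vehicle for no effect and reference inhibitor for full effect; nearly all actives have a fitted effect of over 55% in size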
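Compound pre-exposure to 0.75 nM APE1, 15 min at ambient temperature. Reaction initiated with 50 nM TAMRA/BHQ-2 THF substrate, read immediately in kinetic mode, 525 nm excitation, 598 nm emission.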
ERG Ets-DNA blk: inhibitors of human ERG Ets domain-DNA interaction; hit rate 0.028% among 370,000; Potency, µM (highest dose often 76.9 µM), for the others: at the top dose FP activity, negative = inhibition, usual class: inhibitors; AID 624246; fluorescence polarization, His-ERG Ets domain / labelled DNA; P11308; active means well fitted inhibition curve with a large enough effect in the polarisation, with a control signal flat; inconclusive means small, poorly fitted or top-dose-only effect, or effect the other way, or a change in a side signal; inactive means no such curve, though single readings can be large or run the other way; the % refers to the polarisation;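 further: polarization taken with two DNA probes labelled with fluorescein and Texas red; potency means the concentration at half of the fitted maximal effect; % of control where 0% means no effect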
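His-tagged ERG Ets domain (1 uM in the protein solution; 300mM KCl, 50mM Tris-HCl, 1mM EDTA, 1mM DTT, pH 7.5) received compound, then a probe mix of 5 nM fluorescein-DNA and 100nM Texas-615-DNA. Fluorescence polarization was read for both dyes.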
LDHA inh: blocks human lactate dehydrogenase A; P00338; purified LDHA, NADH/diaphorase-resazurin fluorescence; hits give low values; activity change, % (values are at about 110 or 230 µM); hit rate 0.15% among 480,000; in the data active means activity change below about -30%; inconclusive means mostly about -25% to -30%;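 further: plate controls were DMSO wells for no effect and wells without enzyme for full effect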
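Enzyme activity of human lactate dehydrogenase 5 (2 nM; 0.06 mM NADH, 0.2 mM pyruvate, 5 min, RT) is measured via a resazurin/diaphorase fluorescence readout of residual NADH.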
ALOX12 inh: ALOX12 (human) lipoxygenase inhibition; P18054; purified 12hLO, xylenol orange hydroperoxide absorbance; Potency, µM (doses to about 108 µM), without a hit: top-dose activity change, negative = inhibition, hits mostly inhibitors; hit rate 1.1% among 580,000; further: potency means the concentration at half of the fitted maximal effect; on the % scale 0 is the no-effect control and ±100 the full control effect
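Purified human 12hLO at 150 nM in 25 mM Hepes, 0.01% Triton X-100, pH 7.0, preincubated 15 min at room temperature with compound. Reaction started with 40 uM arachidonic acid, 30 min at room temperature. Hydroperoxide measured by Fe-xylenol orange, 573/405 nm absorbance ratio.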
An asterisk follows results filed as active; ? = inconclusive; · = no result given; & = joins results of further samples; [ ] = another dose, or the depositor's remark. Unless noted, the call rests on the fitted dose curve; in most records, active means well fitted curve in the direction sought with a large enough effect; inconclusive means small, poorly fitted or top-dose-only effect, or another doubt; inactive means no such curve, though single readings can be large; an effect the other way counts as inactive or inconclusive.

Compound	Pol kappa inh	Pol eta inh	Pol beta inh	ERG Ets-DNA blk	LDHA inh	RGS4 inhibitor	APEX1 inh	Anesthetic bind	ALOX12 inh
Cc1cc(C)cc(OCc2nnc(SCC(=O)N3CCCCC3)o2)c1	-8%	-13%	89%	-3%	-8	18%	27%	?	-19%
CCCCn1c(N)c(N(CC(C)C)C(=O)CN2C(=O)NC3(CCC(C(C)(C)CC)CC3)C2=O)c(=O)[nH]c1=O (stereo not given)	0%	-21%	·	-11%	0	-38%	·	·	100%
CCN(CC)C(=O)c1cccc(NC(=O)CCc2nc3sc4c(c3c(=O)[nH]2)CCCC4)c1	-8%	-7%	·	1%	-4	4%	-17%	·	-13%
CCc1cc(C(=O)OC)c(NC(=O)C2CC(=O)NN2Cc2ccccc2)s1 (stereo not given)	-3%	-21%	3%	-1%	2	-19%	-6%	?	11%
S=C(NCCc1ccc(Cl)cc1)NC1CC1	14%	-9%	46%	7%	-1	9%	13%	-7%	?
Cc1cc(Br)ccc1SCC(=O)OCC(=O)Nc1ccc2[nH]c(=O)[nH]c2c1	-17%	-5%	·	1%	-10	-14%	-19%	·	-22%
O=C(/C=C/c1ccco1)NC(=S)Nc1nc(-c2ccc3ccccc3c2)cs1	-4%	0%	8%	0%	-13	1%	2%	2%	?
COc1cc2c(cc1OC)CN(C(=S)Nc1cccc(Cl)c1C)CC2	-10%	0%	3%	2%	-5	-46%	0%	-5%	0%
COc1cc(NC(=S)NCCc2ccccc2)c(OC)cc1NC(=O)C(C)C	-6%	-2%	14%	-1%	2	9%	0%	-10%	?
C(C#CCN1CCOCC1)#CCN1CCOCC1	-10%	-3%	·	-1%	0	24%	·	·	-18%
CC(=O)c1ccc(OCCCC(=O)Nc2nnc(C3CC3)s2)cc1	-15%	?	·	-7%	-4	21%	15%	·	1%
O=C(Cc1cccc(NC(=O)C2CCCN(C(=O)C3CCCC3)C2)c1)Nc1cccc(C(=O)N2CCOCC2)c1 (stereo not given)	-8%	-22%	·	-8%	-4	-3%	·	·	1%
CCNC(=S)N(Cc1cc2cccc(C)c2[nH]c1=O)C1CCCC1	-1%	-13%	20%	11%	1	-31%	-18%	-6%	-24%
O=C(OCc1cn(-c2ccc(Cl)c(Cl)c2)nn1)c1ccccc1Cl	-4%	-14%	10%	-4%	-4	6%	0%	-11%	-24%
CCOc1ccc(C(=O)CSc2nnc(C3CC3)n2C)cc1	-3%	-5%	5%	0%	-4	-38%	-4%	-6%	?
O=C1CSC(c2cccnc2)N1Cc1ccc(Cl)c(Cl)c1 (stereo not given)	5%	-12%	32%	-6%	-2	-38%	2%	-6%	-14%
CCCn1nnc(NC(=O)c2cccc(Cl)c2)n1	-7%	-15%	0%	-18%	-1	1%	20%	-16%	-6%
COC(=O)C1=C(C)N=C2SC(C#N)=C(N)N2C1c1cc(OC)c(OC)c(OC)c1 (stereo not given)	-8%	-8%	12%	15%	-2	78%[activator]	-3%	5%	91%
Cc1nnc(NC(=O)CSc2nnc(Cc3ccccc3)n2Cc2ccccc2)s1	-12%	-9%	14%	-16%	-2	-13%	1%	-15%	0%
O=C(Nc1ccccc1Cl)NC1(C(=O)N2CCC(O)CC2)CCCCC1	-6%	1%	0%	2%	-10	-4%	78%[activator]	0%	-17%
CSCc1cccc(C(=O)OC(C)C(=O)Nc2c(C)n(C)n(-c3ccccc3)c2=O)c1 (stereo not given)	-4%	?	·	-4%	-2	-20%	2%	·	201%[activator]
CCN(Cc1ccccc1)C(=O)CN(c1ccc(OC)cc1)S(=O)(=O)c1c(C)nn(C)c1C	1%	-16%	3%	-2%	3	7%	·	-7%	-27%
O=C(CCn1c(=O)oc2ccccc21)N1CCOCC1	-12%	5%	14%	-6%	-3	9%	2%	-6%	0%
CC(=O)N1c2ccc(S(=O)(=O)N3CCC(C(=O)Nc4cccc(C)c4C)CC3)cc2CC1C (stereo not given)	-3%	-16%	2%	10%	-1	5%[11.4 µM]	17%	-17%	11%
O=C(COc1ncnc2ccccc12)N1CCN(S(=O)(=O)c2ccc(Cl)cc2)CC1	-5%	-2%	16%	2%	-5	3%[56.9 µM]	12%	-8%	0%

(more compounds)
Compound	Pol kappa inh	Pol eta inh	Pol beta inh	ERG Ets-DNA blk	LDHA inh	RGS4 inhibitor	APEX1 inh	Anesthetic bind	ALOX12 inh
CCCC(C)NC(=O)COC(=O)c1cc(Br)c(Br)s1 (stereo not given)	1%	-16%	?	2%	-7	-7%	-2%	-7%	0%
CC(=O)c1sc(N/N=C\c2cccc(Br)c2)nc1C	-17%	?	-9%	-1%	-3	-32%	4%	-1%	?
CC(C)(C)NC(=O)NC(=O)CN1CCN(c2cccc(Cl)c2)CC1	-3%	-19%	-13%	-4%	2	4%	-5%	-15%	1%
CCCC(=O)Nc1ccc(NC(=O)c2ccccc2OC)cn1	-10%	13%	52%	-3%	-2	41%	3%	-10%	-17%
O=C(Nc1ccc2c(c1)OCCO2)c1cnccn1	-12%	-3%	5%	·	-5	2%	-2%	-10%	11%
CC(C)C(NC(=O)C(Cc1ccccc1)NC(=O)OCc1ccccc1)C(=O)O (stereo not given)	-9%	-2%	-18%	1%	-2	-24%	2%	-2%	-3%
Cc1cc(C)cc(OCC(=O)NCCc2nc3ccccc3[nH]2)c1	-8%&-23%	-3%	11%&15%	7%&4%	-3&-2	-2%&-8%	18%	-4%&-5%	1%&-1%
CS(=O)(=O)Nc1ccc(Cc2ccc(NS(C)(=O)=O)cc2)cc1	1%	7%	0%	-11%	0	-15%	4%	-9%	?
CCc1cc2cc(C)cc(C)c2nc1SCC(=O)NNC(=O)c1ccco1	-7%	-5%	?	-3%	-2	-3%	-2%	2%	-6%
Cc1nc2ncccn2c1-c1csc(Nc2ccc(N(C)C)cc2)n1	-23%	3%	-16%	0%	-2	-36%	-1%	-16%	?
CC(C)(C)c1cc(Cl)ccc1OCCn1ccnc1	-3%	-5%	9%	1%	-25	-5%	-14%	-12%	0%
O=C(NCc1ccccn1)c1cc(-c2ccc(-c3ccccc3)cc2)nc2ccccc12	-14%	-19%	-1%[57.1 µM]	-7%	-13	-3%	-2%	-7%	-11%
Cc1ccc2c(c1)C(=O)C(=O)N2Cc1ccc(Br)cc1	2%	-12%	·	-6%	2	?	1%	·	?
COc1cc(OC)c(NC(=O)NCc2ccc3c(c2)CCN3C(C)=O)cc1Cl	-6%[60.1 µM]	1%	15%	6%	-2	-29%	·	-16%	?
CC1CCCC(NC(=O)CCn2c(=S)oc3ccccc32)C1C (stereo not given)	-14%	5%	35%	-3%	-6	6%	20%	10%	0%
CC(=O)Nc1ccc(S(=O)(=O)NC(C)c2ccccc2)cc1 (stereo not given)	6%	14%	?	22%	-11	4%	3%	-4%	-3%
CCCCCC1C/C(=N\O)C=C(C)C1C(=O)OC (stereo not given)	-9%	-19%	5%	-2%	-3	3%	6%	-14%	?
C/C=C(\C)C(=O)NCCN1C2=NC[C@H](C)N2C[C@@H]1Cc1ccc(OC)cc1	-17%	-10%	13%	-11%	-2	-8%	4%	-7%	1%
CCOC(=O)C1(Cc2ccc(Cl)cc2)CCN(Cc2cn(CC)nc2C)CC1	-19%	-7%	-1%	-6%	-6	15%	2%	-11%	4%
Cc1nc2c(c(C)nn2-c2ccccc2)c(C)c1CCC(=O)NCc1ccccc1	-5%	-10%	21%	2%	-1	11%	·	-7%	-13%
O=C(CN1C(=O)C2C3C=CC(C3)C2C1=O)NCCN1CCCc2ccccc21 (stereo not given)	-17%	7%	-10%	0%	3	-2%	18%	-11%	37%[activator]
CC(C)SC1=NC(C)(C)C=C(/C=C/c2ccc(Cl)cc2Cl)N1	-6%	-4%	-8%	0%	16	-39%	4%	?	?
CC(NC(=O)c1ccc2ccccc2n1)c1ccc(Br)cc1 (stereo not given)	-5%	-7%	10%	8%	-12	4%	53%[activator]	-1%	3%
Cc1ccc(NC(=O)C2CCCN(c3ncnc4onc(C)c34)C2)c(Cl)c1 (stereo not given)	4%	-16%	-15%	-4%	-3	8%	·	-11%	6%
COC(=O)CCn1nnc(-c2ccc(C)cc2)n1	-21%	-14%	25%	5%	-9	-15%	3%	-9%	-7%

(next part)
Compound	Pol kappa inh	Pol eta inh	Pol beta inh	ERG Ets-DNA blk	LDHA inh	RGS4 inhibitor	APEX1 inh	Anesthetic bind	ALOX12 inh
CCOC(=O)CNC(=O)COc1coc(CN2CCN(c3ccc(F)cc3)CC2)cc1=O	-5%	-6%	18%	6%	-10	2%	13%	-5%	-19%
CC(=O)Nc1nc(C)c(CCCOc2ccc([N+](=O)[O-])cc2)c(=O)[nH]1	-9%	-6%	5%	11%	-9	24%	-2%	-6%	0%
Cc1[nH]nc2c1C(c1cccs1)C(C#N)=C(N)O2 (stereo not given)	-8%	1%	-1%	0%	-11	?	1%	-3%	-7%
COc1cc(NC(=O)CN2C(=O)NC(C)(c3ccc(OC(F)F)cc3)C2=O)cc(OC)c1OC (stereo not given)	0%	-17%	27%	-10%	-7	-5%	17%	5%	-10%
O=C(CCC(=O)OCC(=O)c1ccccc1)Nc1cccc2cccnc12	-2%	-2%	25%	·	-3	9%	5%	?	6%

The list is partial; count on the stated rates, not on these rows.
